12-LOX inh – ALOX12 (human) lipoxygenase inhibition. P18054. purified 12hLO, xylenol orange hydroperoxide absorbance. Potency, µM (titrated, usually from 108 µM), without a hit: at the highest dose activity change, negative = inhibition, usual class: inhibitors. 580,000 tested, 1.1% active; active means well fitted inhibition curve with a large enough effect; inconclusive means small, poorly fitted or top-dose-only effect, or another doubt; inactive means no such curve, though single readings can be large or run the other way
Target sequence (P18054 whole entry, looked up): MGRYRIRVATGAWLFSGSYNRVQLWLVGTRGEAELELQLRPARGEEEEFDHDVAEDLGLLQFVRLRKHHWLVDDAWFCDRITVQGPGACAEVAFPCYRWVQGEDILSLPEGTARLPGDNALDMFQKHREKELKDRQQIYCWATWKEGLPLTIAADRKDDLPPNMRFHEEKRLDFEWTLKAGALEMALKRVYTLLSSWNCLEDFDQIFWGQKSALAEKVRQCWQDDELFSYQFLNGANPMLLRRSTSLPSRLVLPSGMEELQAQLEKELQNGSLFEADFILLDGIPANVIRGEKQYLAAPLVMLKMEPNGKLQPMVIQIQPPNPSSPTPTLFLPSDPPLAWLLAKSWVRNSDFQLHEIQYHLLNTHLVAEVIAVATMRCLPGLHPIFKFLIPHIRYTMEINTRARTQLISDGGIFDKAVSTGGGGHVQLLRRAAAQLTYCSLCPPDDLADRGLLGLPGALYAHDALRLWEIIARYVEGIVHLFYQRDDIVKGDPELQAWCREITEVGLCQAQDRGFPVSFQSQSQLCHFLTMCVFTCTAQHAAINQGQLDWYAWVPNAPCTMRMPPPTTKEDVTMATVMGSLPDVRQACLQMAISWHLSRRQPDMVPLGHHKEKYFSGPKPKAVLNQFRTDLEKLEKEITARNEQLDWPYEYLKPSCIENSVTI
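Purified human 12hLO (150 nM final) in 25 mM Hepes, 0.01% Triton X-100, pH 7.0 was preincubated 15 min at room temperature with compound. Then 40 uM arachidonic acid was added, 30 min. Hydroperoxide was read by Fe-XO absorbance ratio 573/405 nm.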
The depositor's hits bear a star; ? = inconclusive; [ ] = remark or other dose. On the % scale 0 is the no-effect control and ±100 the full control effect; potency means the concentration at half of the fitted maximal effect. The list is partial; the hit share may differ from the screen's.

SMILES	12-LOX inh
Cc1cc(C(=O)Cn2cnc3c2c(=O)n(C)c(=O)n3C)c(C)n1Cc1ccccc1	-14.6%
COc1ccc2c(c1)OC(C)CN(CC(=O)NCc1cn[nH]c1-c1ccc(F)cc1)C2 (stereo unspecified)	1.5%
Cc1cc(C)c(S(=O)(=O)NCCn2c(C)cnc2C2CC2)cc1C	5.1%
O=[S+]([O-])(c1ccccc1)N1Cc2ccccc2CC2(CCCN2Cc2ccncc2)C1 (stereo unspecified)	-0.9%[6.33 µM]
O=C(c1ccc2nccn2c1)N1CCCCC1	?
OC1CN(Cc2ccccc2)CCN(Cc2cn[nH]c2-c2ccc(Cl)cc2)C1 (stereo unspecified)	51.1%[activator]
Cc1ccc(S(=O)(=O)N2CCCN(C)c3ccccc32)cc1Cl	?
O=C(NCCc1ccc(Cl)cc1)C1=NOC2CN(C(=O)C3CC3)CC12 (stereo unspecified)	8.4%[6.33 µM]
COc1ccc(C2CCCCCN2C(=O)C2CCN(S(=O)(=O)c3ccc(Cl)cc3)CC2)cc1 (stereo unspecified)	-26.3%
COc1ccc(C(=O)Nc2c(NC3CCCC3)c3ccccc3oc2=O)cc1OC	10.6%
O=C(Cc1ccccc1)N1CCC2(CC1)CN(c1ncccn1)CC2CO (stereo unspecified)	-6.4%
CC(C)CCC1(C)NC(=O)N(c2ccc(Br)cc2)N1 (stereo unspecified)	?
O=C(NC1CC1)C1c2ccccc2C(=O)N(C2CCCCC2)C12CCCCC2 (stereo unspecified)	43.9%[activator]
CN1C(=O)N(C)C2(CCN(CCOc3ccc(F)cc3)C2)C1=O (stereo unspecified)	50.1µM*
N#Cc1ccc(/C=C2\CCOc3cc(Br)ccc3C2=O)cc1	?
COCCOCC(=O)N1CCCN(S(=O)(=O)c2ccccc2)CCC(=O)NCC1	11.7%
Cc1cccc(CNc2ccnc(-c3ccccc3C(F)(F)F)n2)c1	?
CS(=O)Cc1cccc(C(=O)NCC2(c3ccccc3)CCCCC2)c1 (stereo unspecified)	0.3%
CC(C)CCN1CCC2(CC1)NCc1ccccc1NC2=O	0.5%[12.5 µM]
CC(C(=O)N(C)C)N(c1ccc(Cl)cc1)S(C)(=O)=O (stereo unspecified)	-1.1%
CCOc1ccc(C2Cn3nnc(-c4nc(-c5ccccc5Cl)no4)c3CO2)cc1 (stereo unspecified)	18.8%
O=C1NCCCCCCN(Cc2ccncc2)[C@@H]2CN(S(=O)(=O)Cc3ccccc3)CC[C@@H]12	10.2%
COCC1CN(C2CCC2)CC12CCN(C(=O)CCn1cc(C)cn1)CC2 (stereo unspecified)	50.3%[activator]
O=C(Nc1ccc(-c2nnc3n2CCCC3)cc1)C1CCC1	63.4%[activator]

Copied from the list:
Entry of CS(=O)Cc1cccc(C(=O)NCC2(c3ccccc3)CCCCC2)c1 (stereo unspecified) in 12-LOX inh: 0.3%
Entry of O=C(Nc1ccc(-c2nnc3n2CCCC3)cc1)C1CCC1 in 12-LOX inh: 63.4%[activator]
Entry of CC(C)CCN1CCC2(CC1)NCc1ccccc1NC2=O in 12-LOX inh: 0.5%[12.5 µM]
Entry of CC(C(=O)N(C)C)N(c1ccc(Cl)cc1)S(C)(=O)=O (stereo unspecified) in 12-LOX inh: -1.1%

Later entries
SMILES	12-LOX inh
O=C1NCCCCCCN(CC2CCCCC2)[C@H]2CCC[C@@H]12	218.2%[activator]
COCC(=O)N1CCCCCCNC(=O)[C@@H]2CCCC[C@@H]21	3.8%
COc1ccc(OC2CN(CC3CCCCC3)C2)cc1	9.1%[12.5 µM]
CN1CCN(C(=O)N2Cc3ccccc3OC3(CCN(C(=O)N(C)C)CC3)C2)CC1	11.6%[6.33 µM]
COc1cc(NC(=O)Cn2ccn3nc(-c4ccccc4)c(CO)c3c2=O)cc(OC)c1	6.2%
Cc1ccccc1-c1cccc(CCOc2cnc3c(ccn3CC(=O)O)c2)c1	?
CC(C)c1nn2c(=O)cc(COC(=O)COc3ccccc3Cl)nc2s1	-14.2%
Cc1ccc(-c2noc([C@@H]3Cc4nc[nH]c4CN3C(=O)COCC(=O)O)n2)cc1	-3.3%[176 µM]

An excerpt of these results, with each value named.
smiles: COCCOCC(=O)N1CCCN(S(=O)(=O)c2ccccc2)CCC(=O)NCC1
  12-LOX inh: 11.7%

smiles: Cc1cccc(CNc2ccnc(-c3ccccc3C(F)(F)F)n2)c1
  12-LOX inh: ?

smiles: CS(=O)Cc1cccc(C(=O)NCC2(c3ccccc3)CCCCC2)c1 (stereo unspecified)
  12-LOX inh: 0.3%

smiles: CC(C)CCN1CCC2(CC1)NCc1ccccc1NC2=O
  12-LOX inh: 0.5%[12.5 µM]

Other results:
SMILES	12-LOX inh
CN(C)c1ccc(-c2noc([C@@H]3CCCN3Cc3ccc(CO)o3)n2)cn1	14.6%[176 µM]
O=C(c1ccsc1)N1CC(n2cc(-c3ccccc3)nn2)C1	14.2%
COc1ccc(CNc2oc(-c3ccccc3)nc2C#N)cc1OC	?
Cc1ccc(S(=O)(=O)N2CCN(C(=O)CNc3cccc(Cl)c3Cl)CC2)cc1	18.6%
Cc1cc(C(=O)N2CCC(N3C[C@H](O)C[C@H]3C(=O)NC3CCCCC3)CC2)n(C)n1	20.6%
O=C(NCc1ccccc1C(F)(F)F)c1cccc2c1CCN2C(=O)C1CC1	19.0%
CCCN(C(=O)Cn1nc(Cc2ccncc2)c2ccccc2c1=O)c1ccc(CC)cc1	9.4%
CN(C)c1ccc(C(=O)N2CCN3C(=O)c4cc(-c5ccc6c(c5)OCO6)ccc4NC(=O)[C@H]3C2)cc1	?
CCNc1ncc2nc(-c3cn(C)c4ccccc34)c(=O)n(C)c2n1	?
CN1CC2(CCCN(CC3CC3)C2)c2cc(C(=O)NCCc3ccccc3)ccc21 (stereo unspecified)	?
CCCCC(=O)Nc1ccc2oc(-c3ccc(OC)cc3)nc2c1	-6.7%
CN(CC(O)COc1cccc(CNCCc2ccc(F)cc2)c1)C1CCCCC1 (stereo unspecified)	-5.0%
COc1ccc(C(C)=O)cc1CO/N=C/c1ccc(OC(F)F)c(OC)c1	2.2%
CC(C)(C)OC(=O)C(C)(C(=O)OC(C)(C)C)c1nc(C(C)(C(=O)OC(C)(C)C)C(=O)OC(C)(C)C)nc(C(C)(C(=O)OC(C)(C)C)C(=O)OC(C)(C)C)n1	17.0%
NC(=O)[C@@H]1CN(C(=O)c2ccco2)C[C@H]1COc1ccccc1	26.9%
CCCCNc1cccc2c1S(=O)(=O)N[C@@H](CC(C)C)CO2	-23.2%
Cc1ccc(C(=O)N2CCN(C(=O)c3nnn4c3COC(c3ccc(F)cc3)C4)CC2)cc1C (stereo unspecified)	?
Nc1nc2c(s1)C(c1ccccc1Cl)CC(=O)N2 (stereo unspecified)	20µM*
C#CCNC(=O)C1CN(c2ccccc2)C(=O)N1 (stereo unspecified)	-5.7%[176 µM]
O=C(/C=C(\Nc1ccccc1)c1ccccc1)c1ccccc1	-3.5%
CCOc1ccc(NC(=O)Cn2c(N3CCC(C)CC3)nc(C)cc2=O)cc1	32.3%[activator]
CCN(CC)CCCCC(C(N)=O)c1ccccc1 (stereo unspecified)	?
Cc1cccc(CN2CCC(N3CCCC(C(=O)NC4CC4)C3)CC2)c1 (stereo unspecified)	33.0%
COCCN1C(=O)CC[C@]2(C(=O)N3CCN(CC(C)C)CC3)CCCC[C@@H]12	60.4%[activator]

Next section.
Molecule,12-LOX inh
CCNc1ncc2ncc(=O)n(Cc3cccs3)c2n1,-7.5%
O=C(CC(c1ccc(F)cc1)c1cn(Cc2ccccc2)c2ccc([N+](=O)[O-])cc12)N1CCOCC1 (stereo unspecified),13.0%
Cc1cc(=O)n(CC(=O)Nc2ccc(F)cc2)c(N2CCC(C)CC2)n1,10.2%
CC(Oc1ccc(F)cc1F)C(=O)N1CCC2(CC1)CC(=O)N(C)C2 (stereo unspecified),38.3%
Cc1cc(C)c2c(=O)n(Cc3ccc(Cl)cc3)c(=O)n(-c3ccccc3)c2n1,-1.3%
COC(=O)CNC(=O)C1=NOC2CN([S+](C)(=O)[O-])CC12 (stereo unspecified),11.3%[6.33 µM]
CC(C)(C)OC(=O)N1CCN(C(C(=O)O)c2c[nH]c3ccc(OCC#N)cc23)CC1 (stereo unspecified),11.0%
COc1ccc(C(=O)N2CCOC3(CCN(C(=O)C4CCN(C)CC4)CC3)C2)cc1,3.6%[6.33 µM]
Cc1cc(C)n(CCC(=O)NCCc2noc(-c3ccncc3)n2)n1,9.8%
Cc1ccc(C(=O)NC(CC(=O)O)c2cccs2)o1 (stereo unspecified),?
CC(=O)N1CCN(S(=O)(=O)c2ccc(C)c3ncccc23)CC1,46.9%
CN1C[C@@H](NS(=O)(=O)c2ccc(C#N)cc2)C[C@H]1c1nc(-c2ccc(Cl)cc2)no1,?
Cc1cc2oc(=O)cc(CSc3cccc(C(F)(F)F)c3)c2cc1C(C)C,?
CCCC(=O)Oc1ccc2c(=O)c(Oc3cc(C)cc(C)c3)coc2c1,-4.7%
CN(C)c1ccc(-c2cncnc2-n2ccnc2)cc1,39.8µM*
O=C(O)[C@H]1O[C@H](Oc2cc3oc(-c4ccccc4)cc(=O)c3c(O)c2O)[C@H](O)[C@@H](O)[C@H]1O,?
O=C(c1cc(=O)c2ccccc2o1)N(Cc1ccccc1)Cc1ccccc1,3.1%
O=C(NCc1ccc2c(c1)OCO2)c1cc2ccccc2[nH]1,18.6%
Cc1ccc(CN2CCC(Cc3nnc(CO)n3-c3ccccc3)CC2)o1,7.0%
CCCn1nc(C(=O)NCC(c2ccccc2)N2CCCC2)ccc1=O (stereo unspecified),22.5%
CC(C)Oc1ccc(C(=O)NC2CCN(c3cn[nH]c(=O)c3)CC2)cc1,30.9%
O=C(NCc1ccc(F)cc1)NC1CC1,39.4%[activator]
CC(C)CN1CCC[C@H]1c1nc(-c2ccnc(NS(C)(=O)=O)c2)no1,-6.6%[176 µM]
CCc1ccc(CNCc2ccco2)cc1,?
CN(C)CCCNC(=O)c1nc(-c2ccc3[nH]ccc3c2)no1,-20.5%
O=C(c1ccc2c(c1)OCO2)N1CCN2C(=O)N(Cc3ccccc3)C(=O)[C@H]2C1,?
O=C1CCN(S(=O)(=O)c2cccc(F)c2)CCCC(c2nc(-c3ccccc3)no2)CCN1 (stereo unspecified),36.1%[activator]
COc1ccc(C2(C(=O)N3CCCN(C)c4ccccc43)CC2)cc1,25.9%
COc1ccc(CN2CC3(CCN(C(=O)Nc4ccc5c(c4)OCCO5)CC3)C2=O)cc1,56.7%[activator]
CCc1[nH]c(C(=O)OCC(=O)NC2CCCC2)c(C)c1C(=O)OC,-18.1%

Filtered by structure: the entries above with bromine
Molecule,12-LOX inh
CC(C)CCC1(C)NC(=O)N(c2ccc(Br)cc2)N1 (stereo unspecified),?
N#Cc1ccc(/C=C2\CCOc3cc(Br)ccc3C2=O)cc1,?

Next part:
Molecule,12-LOX inh
CN1CCOc2c(C(=O)NCCc3ccccc3)cc(N3CCOCC3)cc21,?
O=C(c1cccs1)N(Cc1ccncc1)C1CC1,-1.1%
CN(CC(=O)Nc1ccc2c(c1)OC1(CCCCC1)O2)Cc1ccsc1,?
COCCCn1c(C)cc(C(=O)N2CC(COC)C3(CCNCC3)C2)c1C (stereo unspecified),22.3%
CN1CCCC2(CCN(c3ccc(C#N)cn3)C2)C1=O (stereo unspecified),12.1%
CCc1noc(-c2cn(C3CCCN(C(=O)c4cccc(Cl)c4)C3)nn2)n1 (stereo unspecified),3.2%
O=C(NCc1ccncc1)c1cc(-c2ccc(F)cc2)nc2ccccc12,3.9%
Cc1ccc(CNC(=O)Cn2cccc2-c2nc(-c3ccccc3)no2)cc1,12.5%
CC(C)N(CC[C@H](c1ccccc1)c1cc(CO)ccc1O)C(C)C,-22.4%[57.4 µM]
Fc1ccc(-c2nc(COc3ccccc3Br)co2)cc1,?
C=C1C[C@]23CC[C@H]4C(CO)(CO)C[C@@H](O)C[C@@]4(C)[C@@H]2CC[C@H]1C3,15.6%
Cc1nc2c(c(-c3ccc(O)cc3)n1)CN(C(=O)c1cccc(Cl)c1)CC2,-7.4%
O=c1[nH]c(N2CCOCC2)nc2c1CCN(Cc1ccc(C(F)(F)F)cc1)CC2,7.2%
CCC1=C(C(=O)OC)C(c2cccc(OC)c2)N2C(CC(=O)N3CCOCC3)=CSC2=N1 (stereo unspecified),90.9%[activator]
N#C/C(=C/c1cccc(Br)c1)Sc1ccc(Br)cc1,-0.2%
CNC(=O)Cn1c(C)c(Br)c2ccccc21,-0.1%
Cc1cccc(C(C(=O)N2CCN(CC(=O)NC(C)C)CC2)N(C)C)c1 (stereo unspecified),36.7%[activator]
NCCc1cccc(CN2CCCC(CO)(CC3CC3)C2)c1 (stereo unspecified),13.8%
CCCC(=O)n1nc(-c2ccc(Cl)cc2)nc1N,34.8%[activator]
N#Cc1cnn2c(C(F)(F)F)cc(-c3ccco3)nc12,?
O=C(Nc1cnc(-c2ccccc2)nc1)c1ccccc1C(F)(F)F,21.5%
Cc1c(CCC(=O)Nc2nc3ccccc3[nH]2)c(=O)oc2c(C)c(O)ccc12,-6.5%
COc1ccc(CC(=O)Nc2ccc([C@H]3OCC(=O)N(C4CCOCC4)[C@@H]3CO)cc2)cc1,71.0%[activator]
CCOc1ccc2nc(NC(=O)c3nc(SCC)ncc3Cl)sc2c1,19.7%
O=C(Nc1c(NCC2CCCCC2)c2ccccc2oc1=O)c1ccc2c(c1)OCO2,-1.2%
CN1CCC(N2CCC(N3C(=O)C4(CCCCC4)C3c3ccncc3)CC2)CC1 (stereo unspecified),31.1%[activator]
CCCC(C(=O)NC1CCCCC1)(c1ccccc1)c1ccccc1,7.5%
CCN(CC)C(=O)c1ccc(Cc2cn(C)c3ccccc23)nc1,?
Cc1cccc(C(=O)N2CCN(Cc3ccc(-c4cccc(F)c4)s3)CC2)n1,31.1%[activator]
CC(C)c1cc(C(=O)N2CCOc3ccc(CN4CCC(Oc5cccnc5)CC4)cc3C2)n[nH]1,8.1%
